PMI act hi M6P: activators of human phosphomannose isomerase at near-saturating mannose 6-phosphate. P34949. coupled PMI enzyme assay, resazurin fluorescence, 20 min; hits give high values; 1 = untreated enzyme, 0 = substrate-free blank. activation factor at 20 µM. 190,000 compounds, 0.34% hits. AID 1216;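 active = activation factor of 2 or more at 20 µM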
Target sequence (P34949 whole entry, looked up): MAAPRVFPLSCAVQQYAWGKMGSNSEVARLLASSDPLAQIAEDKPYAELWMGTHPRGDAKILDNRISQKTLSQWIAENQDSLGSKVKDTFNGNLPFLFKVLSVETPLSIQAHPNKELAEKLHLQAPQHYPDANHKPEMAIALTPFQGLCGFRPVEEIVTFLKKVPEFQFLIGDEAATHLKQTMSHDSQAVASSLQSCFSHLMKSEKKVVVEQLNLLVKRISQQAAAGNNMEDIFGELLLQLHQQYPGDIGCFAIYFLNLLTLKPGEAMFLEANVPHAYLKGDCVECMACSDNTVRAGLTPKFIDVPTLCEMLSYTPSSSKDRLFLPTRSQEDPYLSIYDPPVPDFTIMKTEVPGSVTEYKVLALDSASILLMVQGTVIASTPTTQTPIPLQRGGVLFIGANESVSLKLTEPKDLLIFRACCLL
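Test system: human PMI in coupled enzyme assay; Input: PMI at 15 ng/mL final; Medium: HEPES buffer, pH 7.4; Schedule: 20 min incubation at room temperature; Technique: resorufin fluorescence at Ex 544/Em 590 nm; Compound: 20 µM single dose; Probe or stimulus: Near-saturating mannose-6-phosphate, 1.0 mM.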
Diaph inh CS: diaphorase inhibition or chemical oxidation counter-screen; diaphorase resazurin-to-resorufin fluorescence, NADH, 16 min; bacterial (C. kluyveri) enzyme, not human; 190,000 compounds, 0.69% hits; inhibition, % at 20 µM;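 active = primary screen inhibition at 20 µM above a set limit, cut at about 50% in these data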;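 note: plate controls were DMSO with full reaction for no effect and wells lacking NADH for full effect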
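Test system: bacterial diaphorase enzyme (C. kluyveri); Quantity: 0.14 U/mL diaphorase, enzyme working solution; Times: reaction incubation of 16 min at room temperature; Measured by: fluorescence of resorufin formed from resazurin, Ex 544/Em 590 nm; Benchmarks: positive control minus NADH, DMSO neutral control.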
TR-FRET SRC-2 ct: TR-FRET artefact, counter-screen to PPARgamma/SRC-2 agonist assay; AID 1049; 200,000 compounds, 0.4% hits; TR-FRET ratio at 8 µM; hits give high values; in the data active = TR-FRET ratio above about 2000; note: inactives centre near 1500
PPARg SRC1 recr: agonists of human PPARgamma SRC-1 coactivator recruitment; activation, % at 8 µM; PPARgamma-SRC-1 coactivator recruitment biochemical assay; 200,000 compounds, 0.41% hits; P37231; AID 631; in the data active = activation above about 19%;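 note: 0% = DMSO and 100% = reference agonist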
Target sequence (P37231 whole entry, looked up): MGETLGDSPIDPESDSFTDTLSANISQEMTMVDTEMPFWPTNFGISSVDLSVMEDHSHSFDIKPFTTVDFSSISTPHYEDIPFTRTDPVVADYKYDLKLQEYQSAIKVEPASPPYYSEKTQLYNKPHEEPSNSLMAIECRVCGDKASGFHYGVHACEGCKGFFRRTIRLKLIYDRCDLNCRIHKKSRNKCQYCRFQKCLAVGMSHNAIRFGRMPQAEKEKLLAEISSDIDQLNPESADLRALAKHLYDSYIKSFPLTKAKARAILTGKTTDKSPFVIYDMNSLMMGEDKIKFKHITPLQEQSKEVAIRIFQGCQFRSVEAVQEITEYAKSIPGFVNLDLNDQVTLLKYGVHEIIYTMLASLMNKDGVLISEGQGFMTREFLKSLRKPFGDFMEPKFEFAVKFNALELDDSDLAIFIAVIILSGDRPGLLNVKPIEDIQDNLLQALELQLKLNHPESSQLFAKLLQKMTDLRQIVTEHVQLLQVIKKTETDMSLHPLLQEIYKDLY
PMI activator: activators of human phosphomannose isomerase. P34949. purified human PMI, coupled resazurin fluorescence, 20 min; hits give high values; 1 = vehicle control, 0 substrate-free wells. activation factor at 20 µM. 190,000 compounds, 0.005% hits;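 active = activation factor of 2 or more at 20 µM, relative to plate controls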
Diaph act CS: counter-screen for diaphorase-based assays: diaphorase activators and chemical reducers | 190,000 compounds, 0.005% hits | activation factor at 20 µM | Diaphorase/resazurin coupled assay, resorufin fluorescence, 16 min; hits give high values; 1 = vehicle wells, 0 = NADH-free wells;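 active = diaphorase activity raised at least twofold by the compound at 20 µM; inactive = activation factor below 2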
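Material: Clostridium kluyveri diaphorase, purified enzyme; Quantity: enzyme 0.07 U/mL final; Medium: HEPES pH 7.4 buffer with MgCl2 and Tween 20; Dosing: single compound dose of 20 µM, 1% DMSO final; Schedule: 16 min reaction at room temperature; Measured by: red resorufin fluorescence at 544/590 nm excitation/emission.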
S1P3 antagonist: antagonists of human S1P3 receptor | Q99500 | CHO S1P3 NFAT-BLA reporter, FRET fluorescence, antagonist mode | inhibition, % at 4.98 µM | 170,000 compounds, 0.27% hits;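 active = inhibition above the plate cutoff, the mean inhibition of test wells on that plate plus 3 SD, cut at about 28% in these data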;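 note: cells challenged with S1P at its EC80 of 0.8 µM; blue over green emission ratio from cleaved BLA substrate after 4 h stimulation; 0% = S1P-stimulated wells and 100% = unstimulated DMSO-only wells; some compounds past the cut are filed as inactive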
PPARg SRC-2 ag: PPARgamma-driven SRC-2 recruitment agonism | P37231 | PPARgamma LBD-SRC-2 recruitment, biochemical | activation, % at 8 µM | 200,000 compounds, 0.34% hits | AID 1032; in the data active = activation above about 22%;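 note: 0% = vehicle and 100% = reference agonist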
PPARg SRC-3 ag: promotes SRC-3 coactivator recruitment by human PPARgamma; biochemical PPARgamma/SRC-3 coactivator recruitment assay; activation, % at 8 µM; 200,000 compounds, 0.26% hits; in the data active = activation above about 23%;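 note: 0% = DMSO and 100% = reference agonist; some compounds past the cut are filed as inactive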
ROMK mod: modulators of human ROMK potassium channel; P48048; Tet-inducible ROMK, thallium flux fluorescence; actives lie on both sides; B-score at 10 µM; 130,000 compounds, 2% hits; AID 1918;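 active = signal ratio slope over the read window, or its plate-corrected B-score, at least 3 SD from the plate mean, either direction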;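 note: B-score of the F/F0 ratio slope over 7 to 12 s after thallium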
G6PDH counter: inhibits Leuconostoc G6PDH, flagging false hits in G6PDH-based assays | Purified L. mesenteroides G6PDH, diaphorase/resazurin coupled fluorescence, 45 min | inhibition, % at 5 µM | 200,000 compounds, 0.12% hits | AID 1020; in the data active = inhibition above about 50%
Numbers without * were called inactive; x = no result given.

SMILES	PMI act hi M6P	Diaph inh CS	TR-FRET SRC-2 ct	PPARg SRC1 recr	PMI activator	Diaph act CS	S1P3 antagonist	PPARg SRC-2 ag	PPARg SRC-3 ag	ROMK mod	G6PDH counter
Cc1ccc(C2=NN(S(C)(=O)=O)C(c3cccs3)C2)cc1 (stereo not given)	1	4	1385	8	1	1	x	4	-14	x	3
CCn1c(CCNC(=O)c2ccc(OC)c(OC)c2)nc2ccccc21	1	12	1562	2	1	0.9	x	-3	9	x	-5
COc1nnc(-c2ccc(N3CCOCC3)c(NC(C)=O)c2)c2ccccc12	1	14	1454	-1	0.9	0.9	19	-2	5	x	-4
O=C(Nc1cccc(OCC(=O)N2CCOCC2)c1)C1CCCCC1	0.9	4	1523	3	0.9	1	2	-4	-2	x	4
Cc1ccc(/C=N\NC(=O)Cn2nnc3ccccc32)o1	1	6	1451	-5	1	0.9	x	4	-12	0.37	3
CCc1cc(=O)oc2c(CN3CCN(C)CC3)c(O)c(Cl)cc12	1.1	13	1681	6	1.1	0.9	x	8	3	0.0034	3
CSc1nc(-c2ccccc2)nc(NC(=O)C(C)C)c1C(C)=O	0.9	18	1559	-6	0.9	0.8	7	-2	-2	0.051	0
CCc1ccc(S(=O)(=O)NCc2csc(C)n2)s1	1.1	3	1690	-1	1.1	1	-6	9	3	-0.05	15
CCc1cc2cc(C(=O)N3CCN(c4ccccc4)CC3)sc2s1	1	10	1461	6	0.9	0.9	x	5	9	-0.11	1
COC(=O)c1ccc(/C=N/NC(=O)C(=O)NCc2ccccc2)cc1	1	-4	1588	3	1	1	-8	3	0	-0.066	6
Cc1cccnc1NC(=O)Cn1nc(C)c([N+](=O)[O-])c1C	1	7	1322	-3	1	0.9	x	3	12	0.31	-4
O=C(NCCc1ccccn1)c1cccc(S(=O)(=O)N2CCc3ccccc32)c1	1.1	-9	1658	0	1.2	1.1	3	-2	1	x	3
N#Cc1cc2c(nc1SCc1ccncc1)CCC2	1.9	-2	1457	-2	1.5	1	-31	-6	2	x	-10
O=S(=O)(/N=S1/CC=CCN1S(=O)(=O)c1ccccc1)c1ccccc1 (stereo not given)	1.8	8	1463	1	1.3	0.9	x	5	2	x	3
Nc1nc2n(n1)C(c1ccco1)CC(c1ccc(F)cc1)N2 (stereo not given)	1	23	1398	-5	0.9	0.8	0	2	-2	x	1
CCc1ccccc1N1C(=O)c2cccc3c(N4CCOCC4)c([N+](=O)[O-])cc(c23)C1=O	0.9	33	1563	-6	0.8	0.7	x	13	13	x	4
COc1cc(C2C3C(=O)N(Cc4ccccc4)C(=O)C3ON2c2ccccc2)cc(OC)c1O (stereo not given)	0.5	30	1541	2	0.8	0.7	-63	2	3	-0.88	39
Cc1ccc(Nc2nnc(SCC(=O)Nc3ccc(S(=O)(=O)N4CCOCC4)cc3)s2)cc1	0.9	23	1695	12	0.9	0.8	x	11	9	x	0
Cc1ccc(S(=O)(=O)Cc2ccc(C(=O)O)o2)cc1	1	18	1451	-1	1	0.8	x	1	6	x	2
COc1ccc(/C=N/NC(=O)CN(C2=NS(=O)(=O)c3ccccc32)c2ccccc2)cc1	1	5	1443	2	0.8	0.9	1	-8	1	0.35	15
Cc1c(Br)c(C(F)(F)F)nn1CC(=O)NCc1ccco1	0.9	9	1555	5	1.1	0.9	2	4	0	0.32	1
S=C(NN=C(C1CC1)C1CC1)Nc1ccccc1	0.9	6	1561	7	0.7	0.9	x	-5	10	-0.034	9
CC(C)N1CCC(N2CCN(C3CCCCC3)CC2CCO)CC1 (stereo not given)	1	-10	1435	13	1	1.1	7	12	6	0.19	6
Cc1ccc(C(=O)N2CCN(c3ccccc3)CC2)cc1S(=O)(=O)N1CCCC1	1	13	1505	9	1.1	0.9	-19	9	-6	x	-2
Nc1nnc(SC2CC(=O)N(c3ccccc3)C2=O)s1 (stereo not given)	1.2	2	1463	5	1.1	1	x	2	-3	0.16	-6
CN(c1cccc(Cl)c1)S(=O)(=O)c1cccc(C(=O)Nc2ccc3c(c2)CCC3)c1	0.9	15	1462	1	0.7	0.9	-4	-1	-3	0.049	-1
CCCN1CCC(NC(=S)Nc2ccc(C(=O)OCC)cc2)CC1	0.9	9	1587	0	0.9	0.9	4	-3	4	x	15
CC(C)C(=O)Nc1ccc(NC(=O)c2ccco2)cn1	0.9	23	1606	0	1	0.8	-1	8	3	x	0
CC(=O)Nc1ccc2nc(NC(=O)c3cccnc3)sc2c1	1	10	1660	-1	1	0.9	8	3	-1	-0.74	3
CNC(=O)c1ccc(-c2ccc(F)cc2)s1	1	3	1492	-3	1	1	x	0	-3	-1.1	-4
Cc1ccc(/C(C#N)=C\c2ccc(N3CCOCC3)o2)cc1	0.9	5	1399	0	0.8	0.9	x	-5	-5	x	-10
O=C(Nc1ccc2c(c1)oc1ccccc12)c1ccc(Br)o1	0.9	17	1675	6	1	0.8	20	-1	-12	0.14	0
Cc1ccc(Cn2c(NCCCn3ccnc3)nc3c2c(=O)n(C)c(=O)n3C)cc1	0.9	13	1612	14	0.9	0.9	-23	-5	-1	x	7
CCOc1ccc(NC(=O)CN(C)CC(=O)NC(C)c2ccccc2)cc1OCC (stereo not given)	0.9	10	1504	-1	1	0.9	-11	-5	-7	0.42	2
N#Cc1c(NC(=O)CSc2nnc(-c3ccccc3O)n2-c2ccccc2)sc2c1CCCC2	1.1	-4	1508	5	1	1	-18	7	-3	x	3
COc1ccc(Cc2nnc(SC)[nH]c2=O)cc1	2*	-14	1482	-6	1.6	1.1	x	5	5	0.58	11
CC(=O)Oc1ccc(-c2nc(-c3cccnc3)no2)cc1	0.9	8	1416	0	0.9	0.9	14	6	-3	1.5	-4
O=C(OCC(=O)N1CCc2ccccc21)c1ccccn1	1	1	1457	-3	1	1	-11	1	-6	0.7	7
COC(=O)c1sccc1NC(=O)COc1ccc(F)cc1Cl	1.1	1	1751	8	1	1	-6	-3	1	-0.65	8
O=C(CSc1nc2ccccc2o1)Nc1nc2ccc(Br)cc2s1	1.1	-3	1469	0	1	1	x	-2	-4	0.39	5
COc1ccc(OC)c(C2SCCN2S(=O)(=O)c2cccc(C(F)(F)F)c2)c1 (stereo not given)	0.8	27	1491	-6	0.8	0.7	13	1	-5	x	8
COCCN1C(=O)c2oc3ccccc3c(=O)c2C1c1ccc(C(=O)OC)cc1 (stereo not given)	1	3	1409	-1	1	1	-9	-2	8	x	-10
Cc1ccc(S(=O)(=O)N(C)c2ccc(C(=O)NCc3ccccn3)cc2)cc1	1	7	1645	2	1.1	0.9	-4	6	1	0.12	-2
NC(=O)CSc1cn(Cc2ccc(F)cc2)c2ccccc12	0.9	14	1589	-1	1	0.9	-19	3	2	-1.4	3
CCOc1ccc2ccccc2c1C1NC(=S)N(C)C(C)=C1C(=O)OC (stereo not given)	0.9	5	1776	15	1.1	1	4	6	3	-0.0018	7
O=S(=O)(O/N=C1\CCCc2ccccc21)c1ccc(Cl)cc1	1.3	-11	1369	4	1.2	1.1	x	2	3	-0.51	0
CN1CCc2c(sc3c2c(=O)n(-c2ccccc2)c2nnc(SCc4ccccc4)n32)C1	1.4	6	1533	2	1.1	0.9	x	2	1	-0.034	4
Cc1c(-c2nn(C)c(=O)c3ccccc23)oc2ccc(F)cc2c1=O	0.5	19	1527	1	0.9	0.8	-18	10	-9	x	35
Oc1c(I)cc(Cl)c2cccnc12	0.8	43	1471	4	1.1	0.6	-9	4	2	x	20
Cc1cc(C)cc(N2C(=O)C3CC=CCC3C2=O)c1 (stereo not given)	1	-6	1522	7	1	1.1	8	-3	-13	x	-1
CCOC(=O)c1ccc(-n2nc(C(F)(F)F)c3c(C)cc(=O)oc32)cc1	x	x	1305	17	x	x	x	-3	-3	0.74	x
CCOC(=O)c1c(C)nc2sc3c(=O)n(-c4ccc(C(C)=O)cc4)nnc3c2c1-c1ccc(Cl)cc1	0.9	22	1364	-4	0.9	0.8	x	-8	-8	x	2
O=C(CCn1c(=O)[nH]c2ccsc2c1=O)N1CC(=O)N(CCc2ccccc2)C(=O)C1	0.9	9	1398	6	1	0.9	x	4	11	x	2
COc1ccc(NC(=O)c2c(Cl)n(C)c3ccccc23)cc1	1	17	1587	6	1	0.8	x	2	-6	x	0
O=P(O)(c1ccc(Cl)cc1)c1ccc(Cl)cc1	1	11	1446	-6	1.1	0.9	-18	-1	-7	0.48	9
COc1cc(C)c(Br)cc1S(=O)(=O)NCc1ccncc1	0.9	9	1477	-6	0.9	0.9	-9	-3	0	-0.55	9

Look-ups from the entries so far.
Under PPARg SRC1 recr, COc1cc(C)c(Br)cc1S(=O)(=O)NCc1ccncc1 is entered as -6
Under PMI activator, CCOC(=O)c1c(C)nc2sc3c(=O)n(-c4ccc(C(C)=O)cc4)nnc3c2c1-c1ccc(Cl)cc1 is entered as 0.9
Under PMI act hi M6P, Cc1cc(C)cc(N2C(=O)C3CC=CCC3C2=O)c1 (stereo not given) is entered as 1
Under G6PDH counter, COc1ccc(NC(=O)c2c(Cl)n(C)c3ccccc23)cc1 is entered as 0

Exported with each value named: part of the list above.
> CCOC(=O)c1c(C)nc2sc3c(=O)n(-c4ccc(C(C)=O)cc4)nnc3c2c1-c1ccc(Cl)cc1
  PMI act hi M6P: 0.9	Diaph inh CS: 22	TR-FRET SRC-2 ct: 1364	PPARg SRC1 recr: -4	PMI activator: 0.9	Diaph act CS: 0.8	S1P3 antagonist: x	PPARg SRC-2 ag: -8	PPARg SRC-3 ag: -8	ROMK mod: x	G6PDH counter: 2

> O=C(CCn1c(=O)[nH]c2ccsc2c1=O)N1CC(=O)N(CCc2ccccc2)C(=O)C1
  PMI act hi M6P: 0.9	Diaph inh CS: 9	TR-FRET SRC-2 ct: 1398	PPARg SRC1 recr: 6	PMI activator: 1	Diaph act CS: 0.9	S1P3 antagonist: x	PPARg SRC-2 ag: 4	PPARg SRC-3 ag: 11	ROMK mod: x	G6PDH counter: 2

In a second layout: entries from further up
structure: CN1CCc2c(sc3c2c(=O)n(-c2ccccc2)c2nnc(SCc4ccccc4)n32)C1
  PMI act hi M6P: 1.4	Diaph inh CS: 6	TR-FRET SRC-2 ct: 1533	PPARg SRC1 recr: 2	PMI activator: 1.1	Diaph act CS: 0.9	S1P3 antagonist: x	PPARg SRC-2 ag: 2	PPARg SRC-3 ag: 1	ROMK mod: -0.034	G6PDH counter: 4
structure: Cc1c(-c2nn(C)c(=O)c3ccccc23)oc2ccc(F)cc2c1=O
  PMI act hi M6P: 0.5	Diaph inh CS: 19	TR-FRET SRC-2 ct: 1527	PPARg SRC1 recr: 1	PMI activator: 0.9	Diaph act CS: 0.8	S1P3 antagonist: -18	PPARg SRC-2 ag: 10	PPARg SRC-3 ag: -9	ROMK mod: x	G6PDH counter: 35

Screens: PubChem BioAssay, several laboratories

No enrichment for hits (roughly 3.3% active in at least one column).
